Bioassay records: PubChem BioAssay, National Center for Advancing Translational Sciences (NCATS)
G9a block – qHTS Assay for Inhibitors of Histone Lysine Methyltransferase G9a; Histone-lysine N-methyltransferase EHMT2 (Homo sapiens), Q96KQ7; G9a H3K9 monomethylation, AlphaScreen, 2 h; Potency, µM (series often up to 102 µM), for the others: top-dose activity, negative = inhibition, hits mostly inhibitors; 350,000 compounds, 8.8% hits; AID 504332, 2011; further: on the % scale 0 is the no-effect control and ±100 the full control effect; nearly all actives have a fitted effect of over 75% in size
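Step 1: enzyme (final 20 nM) with compound, 15 min RT. Step 2: substrate peptide 500 nM and SAM 20 uM, 2 h RT. Step 3: anti-H3K9me1 antibody and AlphaScreen beads, 10 min, then plate read.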
Pin1 inhibitor – qHTS Assay to Find Inhibitors of Pin1 | Pin1 FP peptide displacement, HiFluor488, 10 min | 390,000 compounds, 0.009% hits | AID 504891, 2011 | Potency, µM (top dose mostly 115 µM), inactives show top-dose activity, negative = inhibition, hits mostly inhibitors | Peptidyl-prolyl cis-trans isomerase NIMA-interacting 1 (Homo sapiens), Q13526; active means well fitted inhibition curve with a large enough effect in the polarisation, with a control signal flat, not every such curve was filed as active; inconclusive means small, poorly fitted or top-dose-only effect, or effect the other way, or a change in a side signal; inactive means no such curve, though single readings can be large or run the other way; the % refers to the polarisation; further: on the % scale 0 is the no-effect control and ±100 the full control effect
BLM inh – qHTS Assay for Inhibitors of Bloom's syndrome helicase (BLM); Potency, µM (titrated, usually from 56.1 µM), inactives show at the top dose activity change, negative = inhibition, most hits filed as inhibitors; recombinant BLM DNA unwinding, fluorescence dequenching; RecQ-like DNA helicase BLM (Homo sapiens), P54132; 350,000 compounds, 0.2% hits;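 further: plate controls were vehicle for no effect and no enzyme for full effect; nearly all actives have a fitted effect of over 35% in size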
GLS inh – qHTS for Inhibitors of Glutaminase (GLS); Glutaminase kidney isoform, mitochondrial (Homo sapiens), O94925; GLS enzymatic activity, qHTS titration; AID 624170, 2012; Potency, µM (highest dose often 45.5 µM), without a hit: top-dose activity change, negative = inhibition, usual class: inhibitors; 410,000 compounds, 0.21% hits; further: on the % scale 0 is the no-effect control and ±100 the full control effect
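Human kidney-isoform GLS in 45 mM KH2PO4 pH 8.2, 0.02% Tween-20, with compound, started with 1mM L-Glutamine (added stock). Glutamate oxidase/HRP/Amplex red coupled fluorescence read at start and after 30 min at RT.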
PGK inhibitor – qHTS Assay to Find Inhibitors of Phosphoglycerate Kinase; AID 602233, 2012; PGK/GAPDH coupled, Kinase-Glo luminescence, 60 min; 380,000 compounds, 0.043% hits; Potency, µM (highest dose often 57.5 µM), for inactives: top-dose activity change, negative = inhibition, hits mostly inhibitors; Phosphoglycerate kinase, glycosomal (Trypanosoma brucei brucei), P07378; further: on the % scale 0 is the no-effect control and ±100 the full control effect; nearly all actives have a fitted effect of over 60% in size
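Luminescent ATP detection (Kinase-Glo Plus) follows a 60-minute room-temperature incubation, with wells lacking PGK as controls. Buffer: 100 mM TEA (pH 7.6), 5 mM MgCl2, 0.01% Tween-20. Coupling enzyme GAPDH (100 nM final) supplies unstable 1,3-BPG in-well.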
HP1b binding inh – HTS for Inhibitors of HP1-beta Chromodomain Interactions with Methylated Histone Tails | Chromobox protein homolog 1 (Homo sapiens), P83916 | AlphaScreen HP1-beta / biotin-H3K9me3 peptide binding | Potency, µM (doses to about 114 µM), for inactives: top-dose activity change, negative = inhibition, usual class: inhibitors | 390,000 compounds, 0.56% hits; further: nearly all actives have a fitted effect of over 70% in size; inactives centre near 23
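AlphaScreen: HP1-beta (50 nM) preformed 30 min with biotin-H3(1-18)K9me3 peptide (50 nM) in PBS pH 7.4, 0.01% Tween-20. Compound added for 30 min at RT, then streptavidin donor/nickel chelate acceptor beads (10 ug/mL) for 30 min.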
JMJD2A Tudor – qHTS Assay for Inhibitors of JMJD2A-Tudor Domain | 390,000 compounds, 4.4% hits | Lysine-specific demethylase 4A (Homo sapiens), O75164 | AlphaScreen JMJD2A-Tudor / H3K4me3 peptide binding | Potency, µM (doses to about 114 µM), for inactives: at the highest dose activity change, negative = inhibition, most hits filed as inhibitors; further: on the % scale 0 is the no-effect control and ±100 the full control effect; nearly all actives have a fitted effect of over 50% in size
Target sequence (O75164 whole entry, looked up, the tested form may be a part): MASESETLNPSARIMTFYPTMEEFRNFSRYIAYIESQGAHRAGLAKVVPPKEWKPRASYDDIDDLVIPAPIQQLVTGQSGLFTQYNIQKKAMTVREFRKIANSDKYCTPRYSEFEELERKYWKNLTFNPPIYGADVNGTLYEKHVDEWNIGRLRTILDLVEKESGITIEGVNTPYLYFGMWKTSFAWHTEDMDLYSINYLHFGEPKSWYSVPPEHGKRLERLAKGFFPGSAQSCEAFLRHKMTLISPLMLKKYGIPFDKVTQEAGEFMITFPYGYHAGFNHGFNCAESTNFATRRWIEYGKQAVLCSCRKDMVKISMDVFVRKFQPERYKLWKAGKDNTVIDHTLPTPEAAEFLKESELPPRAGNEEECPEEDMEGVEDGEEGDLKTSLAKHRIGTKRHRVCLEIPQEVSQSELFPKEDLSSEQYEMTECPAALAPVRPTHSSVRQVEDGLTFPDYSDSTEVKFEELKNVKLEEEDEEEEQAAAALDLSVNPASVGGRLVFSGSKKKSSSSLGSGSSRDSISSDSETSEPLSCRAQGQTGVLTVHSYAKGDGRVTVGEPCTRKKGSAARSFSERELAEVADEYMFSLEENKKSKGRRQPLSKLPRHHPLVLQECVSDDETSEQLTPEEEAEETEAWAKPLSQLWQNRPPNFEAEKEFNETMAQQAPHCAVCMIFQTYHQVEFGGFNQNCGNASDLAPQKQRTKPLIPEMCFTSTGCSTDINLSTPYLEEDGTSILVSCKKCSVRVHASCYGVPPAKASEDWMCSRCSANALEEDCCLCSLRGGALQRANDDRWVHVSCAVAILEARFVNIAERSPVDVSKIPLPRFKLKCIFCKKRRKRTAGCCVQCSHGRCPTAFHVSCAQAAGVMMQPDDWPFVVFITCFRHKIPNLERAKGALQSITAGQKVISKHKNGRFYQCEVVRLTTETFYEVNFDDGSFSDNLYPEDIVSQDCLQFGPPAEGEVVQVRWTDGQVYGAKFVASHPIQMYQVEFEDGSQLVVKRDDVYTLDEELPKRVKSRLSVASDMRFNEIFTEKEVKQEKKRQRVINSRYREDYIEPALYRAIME
Pol iota inh – qHTS for Inhibitors of Polymerase Iota. DNA polymerase iota (Homo sapiens), Q9UNA4. Pol iota fluorescent replication assay, 10 min. AID 588590, 2011. Potency, µM (series often up to 115 µM), for inactives: at the top dose activity, negative = inhibition, usual class: inhibitors. 390,000 compounds, 1% hits
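Pol iota at 10 nM preincubated 15 min with compounds at room temperature; reaction started with fluorescent substrate, 50 nM final. Fluorescence read kinetically at 0 and 10 min; buffer-only wells as negative control.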
BAZ2B block – qHTS Assay for Inhibitors of BAZ2B. Bromodomain adjacent to zinc finger domain protein 2B (Homo sapiens), Q9UIF8. AlphaScreen BAZ2B-H3K14Ac peptide displacement. Potency, µM (doses to about 114 µM), without a hit: top-dose activity change, negative = inhibition, actives largely listed as inhibitors. 360,000 compounds, 4.4% hits. AID 504333, 2011; further: on the % scale 0 is the no-effect control and ±100 the full control effect; nearly all actives have a fitted effect of over 60% in size
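AlphaScreen displacement of biotin-H3(5-23)K14Ac peptide (50 nM final) from BAZ2B (50 nM final) in PBS pH 7.4, 0.01% Tween-20; complex preformed 30 min RT, then compounds (top 110 uM) 30 min RT, beads 20 min dark.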
An asterisk follows results filed as active; [ ] = remark or other dose. Unless noted, the call rests on the fitted dose curve; in most records, active means well fitted curve in the direction sought with a large enough effect; inconclusive means small, poorly fitted or top-dose-only effect, or another doubt; inactive means no such curve, though single readings can be large; an effect the other way counts as inactive or inconclusive. Potency means the concentration at half of the fitted maximal effect. This is a subset; count on the stated rates, not on these rows.

How did CCOC(=O)c1cc(CC)sc1NC(=O)CN1CCN(C(=O)C2CCCO2)CC1 (configuration not stated) do in these assays?
G9a block: inconclusive; Pin1 inhibitor: -3.8%; BLM inh: -4.3%; GLS inh: 8.4%; PGK inhibitor: 2.8%; HP1b binding inh: 3.3%; JMJD2A Tudor: -10.3%; Pol iota inh: -4.5%; BAZ2B block: inconclusive

How did O=C1CCC(=O)N1CC1CC2CCC1C2 (configuration not stated) do in these assays?
G9a block: inconclusive; Pin1 inhibitor: inconclusive; BLM inh: 0.8%; GLS inh: -1.7%; PGK inhibitor: -5.5%; HP1b binding inh: 21.6%[57 µM]; JMJD2A Tudor: 9.6%; Pol iota inh: -15.1%; BAZ2B block: -1.8%

What do the screens show for `O=C(N/N=C/c1ccc(O)c(O)c1)c1ccc(CSc2cccc3cccnc23)cc1`?
G9a block: 35.5µM*; Pin1 inhibitor: inconclusive; BLM inh: -19.4%; GLS inh: -5.1%; PGK inhibitor: 0.7%; HP1b binding inh: inconclusive; JMJD2A Tudor: inconclusive; Pol iota inh: inconclusive; BAZ2B block: inconclusive

What do the screens show for `COc1ccc(NC(=O)Cc2noc3ccc(C)cc23)cc1Cl`?
G9a block: 2.4%[59 µM]; Pin1 inhibitor: 0.2%; BLM inh: -2.9%; GLS inh: -2.1%; PGK inhibitor: inactive; HP1b binding inh: 28.9%; JMJD2A Tudor: -9.5%; Pol iota inh: 2.1%; BAZ2B block: -18.1%

How did Cc1cccc(N2CCN(C(=O)c3ccccc3NC(=O)C3CCCCC3C(=O)O)CC2)c1 (configuration not stated) do in these assays?
G9a block: 11.1%[59 µM]; Pin1 inhibitor: -1.2%; BLM inh: 2.1%; GLS inh: 25.6%; PGK inhibitor: -2.9%; HP1b binding inh: 23.8%; JMJD2A Tudor: -8.2%; Pol iota inh: 14.1%; BAZ2B block: -2.3%

Results for Cc1cc2ccccc2c(=O)n1CC(=O)N(C)c1ccc(F)cc1 ?
G9a block: 19.3%[12.7 µM]; Pin1 inhibitor: 3.7%; BLM inh: -3.2%; GLS inh: 0.5%; PGK inhibitor: -8.1%; HP1b binding inh: 21.3%; JMJD2A Tudor: -6.6%; Pol iota inh: 31.1%[activator]; BAZ2B block: -4.8%

Results for COc1cc(OC)c(NC(=O)CCNC(=O)Cn2ccc3ccccc3c2=O)cc1Cl ?
G9a block: 4.3%[0.0925 µM]; Pin1 inhibitor: -0.1%; BLM inh: -3.0%; GLS inh: -2.9%; PGK inhibitor: -10.1%; HP1b binding inh: 42.2%[activator]; JMJD2A Tudor: -18.2%; Pol iota inh: 2.9%; BAZ2B block: 12.8%

Results for COc1ccccc1OCCNC1CCCC1 ?
G9a block: 39.8µM*; Pin1 inhibitor: 3.4%; BLM inh: -2.5%; GLS inh: -7.1%; PGK inhibitor: 4.9%; HP1b binding inh: -17.2%; JMJD2A Tudor: 3.55µM*; Pol iota inh: 19.6%; BAZ2B block: inconclusive

Results for CC(C)c1nc2ccc(C(=O)NCc3ccccc3Br)cc2o1 ?
G9a block: 17.0%[59 µM]; Pin1 inhibitor: -9.2%; BLM inh: 2.1%; GLS inh: 5.9%; PGK inhibitor: inactive; HP1b binding inh: 16.4%[57 µM]; JMJD2A Tudor: -3.5%; Pol iota inh: 24.8%; BAZ2B block: -1.3%

Results for CCOC(=O)c1cnn(-c2ccc(C(=O)Nc3cccc(C(C)=O)c3)cc2)c1N ?
G9a block: -0.7%[59 µM]; Pin1 inhibitor: 1.7%; BLM inh: -1.4%; GLS inh: -7.8%; PGK inhibitor: -7.2%; HP1b binding inh: 32.8%; JMJD2A Tudor: -3.3%; Pol iota inh: 37.7%[activator]; BAZ2B block: -0.2%

How did O=C(c1ccco1)N1CCN(S(=O)(=O)c2ccc(F)cc2)CC1 do in these assays?
G9a block: -23.6%[59 µM]; Pin1 inhibitor: -1.0%; BLM inh: -3.2%; GLS inh: 8.0%; PGK inhibitor: inactive; HP1b binding inh: 11.2%; JMJD2A Tudor: -10.6%; Pol iota inh: 3.1%; BAZ2B block: -4.0%

How did CCc1ccc2nc(-c3cccc(C)c3)nc(SCC(=O)NCC3CCCO3)c2c1 (configuration not stated) do in these assays?
G9a block: 19.1%; Pin1 inhibitor: 2.6%; BLM inh: -1.0%; GLS inh: 2.5%; PGK inhibitor: -3.3%; HP1b binding inh: 26.0%; JMJD2A Tudor: 10.4%; Pol iota inh: 17.4%; BAZ2B block: 6.5%

Results for COCCNC(=O)C(c1ccc(C)o1)N(C(=O)c1snc(C(N)=O)c1N)c1ccc(C)cc1 (configuration not stated) ?
G9a block: -12.4%[59 µM]; Pin1 inhibitor: -4.8%; BLM inh: -1.5%; GLS inh: 16.6%; HP1b binding inh: 16.6%; JMJD2A Tudor: -14.1%; Pol iota inh: 26.3%; BAZ2B block: -4.3%

How did COc1ccc(S(=O)(=O)Nc2cc(Sc3ncn[nH]3)c(O)c3ccccc23)cc1 do in these assays?
G9a block: 1.58µM*; Pin1 inhibitor: inconclusive; BLM inh: inconclusive; HP1b binding inh: inconclusive; JMJD2A Tudor: 5.62µM*; Pol iota inh: 5.01µM*; BAZ2B block: 44.7µM*

What do the screens show for `O=C(COC(=O)c1ccc2c(c1)C(=O)N(Cc1ccco1)C2=O)NCC(F)(F)F`?
G9a block: -5.9%; Pin1 inhibitor: 0.8%; BLM inh: -1.0%; GLS inh: 2.2%; PGK inhibitor: -4.7%; HP1b binding inh: 2.6%; JMJD2A Tudor: -9.0%; Pol iota inh: 10.7%; BAZ2B block: 5.2%

What do the screens show for `Cc1ccc(C(=O)Nc2ccc3c(c2)CCC3)cc1S(=O)(=O)N1CCOCC1`?
G9a block: -29.2%; Pin1 inhibitor: 36.4%[activator]; BLM inh: -6.5%; GLS inh: -3.8%; PGK inhibitor: 12.5%; HP1b binding inh: 18.8%; JMJD2A Tudor: -21.5%; Pol iota inh: 33.5%[activator]; BAZ2B block: -23.2%

How did CCOc1ccccc1C(=O)Nc1ccc2c(c1)C(=O)NC2=O do in these assays?
G9a block: -1.7%; Pin1 inhibitor: -5.8%; BLM inh: -7.9%; GLS inh: -8.6%; PGK inhibitor: inactive; HP1b binding inh: 29.4%; JMJD2A Tudor: -13.3%; Pol iota inh: 120.2%[activator]; BAZ2B block: 1.5%

How did Cc1cc(Nc2ccc(C)c(Br)c2)n2nc(C)nc2n1 do in these assays?
G9a block: -30.5%[59 µM]; Pin1 inhibitor: -4.4%; BLM inh: 3.7%; GLS inh: -6.1%; PGK inhibitor: -8.0%; HP1b binding inh: 47.4%[activator]; JMJD2A Tudor: -7.7%; Pol iota inh: 8.2%; BAZ2B block: 7.8%

What do the screens show for `CCCCN(CCCNC(=O)Cn1ncc2ccsc2c1=O)Cc1ccccc1`?
G9a block: 42.2%[activator]; Pin1 inhibitor: -3.5%; BLM inh: -8.4%; GLS inh: 14.0%; PGK inhibitor: -5.7%; HP1b binding inh: 30.8%; JMJD2A Tudor: -11.7%; Pol iota inh: -14.4%; BAZ2B block: 7.2%

Results for CCN(CC)CCn1c(SCC(=O)Nc2cccc(OC)c2)nc2c(sc3ccccc32)c1=O ?
G9a block: -16.3%[59 µM]; Pin1 inhibitor: 8.9%; BLM inh: 2.5%; GLS inh: -20.6%; PGK inhibitor: 8.1%; HP1b binding inh: 6.7%; JMJD2A Tudor: -8.2%; Pol iota inh: 69.6%[activator]; BAZ2B block: -20.6%

Results for CC(NC(=O)NC1CCCCC1)c1ccccc1 (configuration not stated) ?
G9a block: 17.6%[59 µM]; Pin1 inhibitor: -6.9%; BLM inh: -0.1%; GLS inh: 1.8%; PGK inhibitor: inactive; HP1b binding inh: 10.6%; JMJD2A Tudor: -4.3%; Pol iota inh: 28.2%; BAZ2B block: 6.6%

How did COc1ccc(CCNC(=O)c2cc3c(-c4ccc(OC)c(OC)c4)nn(C)c3s2)cc1OC do in these assays?
G9a block: -26.2%[59 µM]; Pin1 inhibitor: 0.3%; BLM inh: -16.5%; GLS inh: -3.6%; PGK inhibitor: inactive; HP1b binding inh: 17.6%; JMJD2A Tudor: -26.7%; Pol iota inh: 15.1%

How did CCN1C(=O)[C@H]2[C@@H](c3ccc(-c4ccc(Cl)c(Cl)c4)cc3)N[C@@](C)(C(=O)OC)[C@H]2C1=O do in these assays?
G9a block: 7.1%[2.33 µM]; Pin1 inhibitor: 12.9%; GLS inh: 11.1%; PGK inhibitor: -4.8%; HP1b binding inh: 38.0%; JMJD2A Tudor: inconclusive; Pol iota inh: -27.7%; BAZ2B block: -26.6%

What do the screens show for `CC1CCCN(c2ccc(C(=O)NCc3ccccc3)cn2)C1` (configuration not stated)?
G9a block: -7.0%; Pin1 inhibitor: 0.0%; BLM inh: -14.6%; GLS inh: 12.3%; PGK inhibitor: -2.2%; HP1b binding inh: 26.2%; JMJD2A Tudor: -3.5%; Pol iota inh: -11.4%; BAZ2B block: 1.7%
